# FEN1 inh – human FEN1 inhibition; Recombinant FEN1 flap cleavage, fluorescence, 15 min; Potency, µM (series often up to 114 µM), without a hit: at the highest dose activity change, negative = inhibition, hits mostly inhibitors; hit rate 0.35% among 390,000; also: nearly all actives have a fitted effect of over 65% in size
# Target sequence (P39748 whole entry, looked up): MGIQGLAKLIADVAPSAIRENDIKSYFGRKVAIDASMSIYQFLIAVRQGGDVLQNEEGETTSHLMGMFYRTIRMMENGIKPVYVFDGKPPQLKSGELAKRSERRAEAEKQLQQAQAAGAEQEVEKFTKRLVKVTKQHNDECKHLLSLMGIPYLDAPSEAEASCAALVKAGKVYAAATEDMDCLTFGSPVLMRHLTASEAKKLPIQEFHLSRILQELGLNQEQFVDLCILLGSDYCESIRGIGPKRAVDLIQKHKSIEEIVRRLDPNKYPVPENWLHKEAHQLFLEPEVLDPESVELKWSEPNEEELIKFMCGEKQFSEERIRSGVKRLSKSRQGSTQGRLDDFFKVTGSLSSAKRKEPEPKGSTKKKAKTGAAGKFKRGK
#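 In this screen, 50 nM flap DNA substrate was added to 10 nM FEN1 pretreated with compound for 15 min at room temperature; cleavage was followed with reads at 0 and 15 min, and Hill fitting gave concentration–response parameters.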
# N370S GC mod – inhibitors or activators of N370S glucocerebrosidase for Gaucher disease | AID 2101 | hit rate 0.092% among 330,000 | Potency, µM (top dose mostly 59.4 µM), without a hit: top-dose activity change, negative = inhibition, actives largely listed as inhibitors | N370S GC spleen homogenate, 4MU-glucoside fluorescence | P04062;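 also: 0% = full enzyme activity and -100% = no enzyme basal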
# TDP1 inh – inhibitors of human tyrosyl-DNA phosphodiesterase TDP1 | Potency, µM (series often up to 130 µM), inactives show at the top dose activity change, negative = inhibition, most hits filed as inhibitors | recombinant TDP1, AlphaScreen DNA substrate cleavage | hit rate 0.28% among 350,000; also: nearly all actives have a fitted effect of over 40% in size
# Target sequence (Q9NUW8 whole entry, looked up): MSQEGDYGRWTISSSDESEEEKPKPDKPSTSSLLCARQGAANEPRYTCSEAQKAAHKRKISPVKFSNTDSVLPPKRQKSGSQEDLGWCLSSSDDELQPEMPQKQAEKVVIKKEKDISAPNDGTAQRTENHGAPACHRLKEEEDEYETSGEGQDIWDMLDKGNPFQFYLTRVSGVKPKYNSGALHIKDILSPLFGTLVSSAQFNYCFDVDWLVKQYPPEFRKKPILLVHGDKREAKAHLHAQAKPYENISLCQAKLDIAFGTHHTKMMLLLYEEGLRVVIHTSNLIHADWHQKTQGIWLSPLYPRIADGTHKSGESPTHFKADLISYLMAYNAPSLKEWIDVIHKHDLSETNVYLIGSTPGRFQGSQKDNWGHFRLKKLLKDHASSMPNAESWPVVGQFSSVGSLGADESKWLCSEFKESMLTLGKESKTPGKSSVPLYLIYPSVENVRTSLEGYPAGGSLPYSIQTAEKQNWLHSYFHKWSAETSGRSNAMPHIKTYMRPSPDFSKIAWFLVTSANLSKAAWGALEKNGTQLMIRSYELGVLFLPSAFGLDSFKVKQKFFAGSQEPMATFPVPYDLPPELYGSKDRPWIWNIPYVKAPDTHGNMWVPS
#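 E. coli-derived human Tdp1, 1 nM final. Cpd preinc 15 min RT; substrate 15 nM final, 5 min RT; AS bead mix 10 ug/ml final, 10 min RT. Signal loss = tyrosine-FITC cleavage. No-enzyme wells = max signal.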
# Numbers without * were called inactive; ? = inconclusive; . = no result given; & = joins results of further samples; [ ] = dose if it differs, or a comment. Calls follow the shape of the dose curve; as a rule, active = well fitted curve in the direction sought with a large enough effect; inconclusive = small, poorly fitted or top-dose-only effect, or another doubt; inactive = no such curve, though single readings can be large; an effect the other way counts as inactive or inconclusive. Unless noted, % is scaled to controls: 0 for no effect and ±100 for the full control effect; potency is read from the fitted curve at half-maximal effect.
mol	FEN1 inh	N370S GC mod	TDP1 inh
CC(C)N1CCN(CCCc2ccccc2)CC1CCO (stereo not given)	-9%	2%	.
CCc1nnc2c(Nc3ccccc3Br)nc3ccccc3n12	-5%	.	5%
COc1cccc(C2=Nn3c(nnc3-c3ccccc3C)SC2)c1	.	-7%	21%
OCCC1CN(CC#Cc2ccccc2)CCN1Cc1ccccc1F (stereo not given)	0%	0%	4%
CC(=O)c1cc(C#N)c(Oc2cc(C)cc(C)c2)nc1C	-3%	4%	5%
O=C(C[n+]1ccccc1)Nc1ccccc1[N+](=O)[O-]	-3%	1%	3%
CCN(CC)c1ccc(-c2nc(-c3ccncc3)no2)cc1[N+](=O)[O-]	4%	.	0%
O=C(Cc1ccccc1Cl)Nc1nc2ccccc2[nH]1	-1%	12%	-1%
CC1=C(C(=O)OCCOc2ccccc2)C(c2ccc(C)o2)C2=C(CC(C)(C)CC2=O)N1 (stereo not given)	-8%	?	6%
Cc1nn(C)c(C)c1C(C)NC(=O)c1cc(COc2cncc(Cl)c2)on1 (stereo not given)	1%	-5%	2%
COc1ccc(CN(C(=O)c2ccc(-c3ccccc3)[nH]2)C(C(=O)NC(C)(C)C)c2ccncc2)cc1 (stereo not given)	-16%	0%	-4%
COc1ccccc1N1C(=O)C2ON(c3ccccc3)C(c3ccc(N(C)C)cc3)C2C1=O (stereo not given)	.	5%	8%
Cc1ccc2c(=O)c(C(=O)c3ccc(F)cc3)cn(CC(=O)NC3CCCCC3)c2n1	17%	.	3%
CCc1noc(C)c1C(=O)N(CC(C)C)c1c(N)n(Cc2ccccc2)c(=O)[nH]c1=O	14%	1%	2%
COCC(=O)OCC(=O)N1N=C(c2ccc(Cl)cc2)CC1c1ccco1 (stereo not given)	-7%	6%	3%
COc1ccc(C2C(C(=O)Nc3ccc(C)cc3C)=C(C)Nc3nc(SCc4cccc(C)c4)nn32)c(OC)c1 (stereo not given)	2%	.	5%
CCOC(=O)N1CCN(Cc2nc3c(c(=O)[nH]c(=O)n3C)n2Cc2ccccc2C)CC1	1%	-5%	1%
Cc1c(C(=O)Nc2ccc(S(N)(=O)=O)cc2)oc2ccc(Cl)cc12	8%	2%	4%
CCOc1ccc(C(=O)N/N=C(/C)C2C(=O)c3ccccc3C2=O)cc1	2%	?	7%
Nc1cc(=O)[nH]c(SCC(=O)Nc2ccc(F)c(Cl)c2)n1	3%	1%	1%
O=C(CCCCCN1C(=O)c2cccc3cccc(c23)C1=O)N1CCOCC1	-4%	0%	8%
O=c1c2ccccc2oc2ccc(NCCCn3ccnc3)cc12	?	-13%	.
O=C(COC(=O)c1ccccc1NCCO)NCCc1ccccc1	-7%	?	.
CCN(CC(=O)NCC1CCCO1)S(=O)(=O)c1ccc(Cl)cc1 (stereo not given)	16%	-13%	2%
O=C(Nc1ccc(N2CCOCC2)cc1N1CCOCC1)c1ccco1	8%	14%	7%
CCn1c(NC(=O)C2CCCCC2)nc2ccccc21	-11%	11%	5%
CSCCC(NC(=O)c1ccc(Cl)c([N+](=O)[O-])c1)C(=O)N1CCN(C/C=C/c2ccccc2)CC1 (stereo not given)	-11%	-28%	-2%[0.505 µM]
COc1ccc(S(=O)(=O)N(C)C)cc1NCC(=O)Nc1ccc(F)cc1F	-2%	9%	0%
O=C(Oc1ccc[nH]c1=O)c1cc([N+](=O)[O-])cc([N+](=O)[O-])c1	?	-11%	.
Cc1cccc(NC(=O)CO/N=C/c2ccc3c(c2)OCO3)c1	-18%	9%	-4%
COc1cc(OC)cc(-c2nc3nc(C)c(CCC(=O)Nc4ccc(C)c(C)c4)c(C)n3n2)c1	14%	.	3%
CCOC(=O)CCc1c(C)nc2c(-c3ccccc3)c(C)[nH]n2c1=O	18%	.	1%
COc1ccccc1C1(CC(=O)O)CCOC(C(C)C)C1 (stereo not given)	2%	0%	4%
COc1cc(C(=O)NCC(=O)N/N=C/c2cccs2)cc(OC)c1OC	-3%	17%	-3%
O=C(CSc1nnnn1-c1ccccc1Cl)Nc1ccc2c(c1)OCCO2	-5%	18%	1%
COCCNC(=O)c1c(CSc2ccccc2)noc1C(=O)NCc1ccccc1	-14%	7%	4%
O=[N+]([O-])c1ccc(C(O)CSC(=S)N2CCCCC2)cc1 (stereo not given)	1%	-18%	.
CCOc1cc(N2CCOCC2)c(OCC)cc1NC(=O)COC(=O)c1c(CC)noc1C	1%	.	1%
C[C@]12C[C@H](O)[C@H]3[C@@H](CCC4=CC(=O)CC[C@@]43C)[C@@H]1CC[C@@H]2C(=O)CO	8%	-21%&-7%	0%&8%
O=C(Nc1ccc(C(F)(F)F)cc1)c1ccccc1-n1cnnn1	4%	.	-1%
O=C(/C=C/c1ccco1)Nc1ccc2nc3n(c(=O)c2c1)CCCC3	-18%	8%	5%
O=C(COc1ccc(Nc2ccccc2)cc1)OCC(=O)N1CCCCC1	-9%	3%	3%
Cc1ccc(NC(=O)CSc2cc(=O)n(C)c3ccc(Cl)cc23)c(Br)c1	-1%	.	3%
COC(=O)C1=C(C)OC(N)=C(C#N)C1c1cc2cc(C)ccc2nc1Cl (stereo not given)	8%	1%	-1%
Cn1nnnc1SCCNC/C=C/c1ccccc1	0%	0%	3%
CCOCCCNC(=O)C(c1ccccc1)N(Cc1cccs1)C(=O)c1ccccc1O (stereo not given)	0%	-7%	3%
Cc1ccc(N2C(=O)c3cccc4c(Oc5ccccc5[N+](=O)[O-])ccc(c34)C2=O)c(C)c1	-2%	16%	6%
CN(CC(=O)NC1CCCCCC1)S(=O)(=O)c1ccc2c(c1)n(C)c(=O)c(=O)n2C	3%	-3%	-4%
Cc1ccc(-c2noc(CCC(=O)NCCCN3CCN(c4ccc(F)cc4)CC3)n2)cc1	6%	-9%	4%
COc1ccc(NC(=O)[C@H](NC(=O)[C@@H]2Cc3ccccc3CN2)c2ccccc2)cc1	27%	-4%	0%

# (cont.)
mol	FEN1 inh	N370S GC mod	TDP1 inh
Cc1cccc(-n2nc(C)c(C(=O)N3CCN(c4ccccc4)CC3)c2-n2cccc2)c1	-17%	.	5%
COc1ccccc1NC(=O)Cn1c(SCC(=O)NCc2ccccc2)nc2ccccc21	-5%	.	4%
CCOc1cc(/C=N/n2c(C)nc3sc(C)c(C)c3c2=O)ccc1O	-7%	6%	-6%
O=C(c1cc(COc2ccc(F)c(F)c2)on1)N1CCOCC1	12%	-5%	0%
Nc1ccccc1SCC(=O)Nc1nccs1	5%	4%	-3%
O=C(CN1CCCN(S(=O)(=O)c2ccc(F)cc2)CC1)Nc1cccc(F)c1	-4%	-8%	5%
O=C(Cc1n[nH]c(=O)c2ccccc12)OCC(=O)c1ccccc1	0%	.	1%
Nc1nc(-c2ccccc2)c(-c2ccc([N+](=O)[O-])cc2)s1	-4%	?	3%
O=C1C(Cl)=C(N2CCOCC2)C(=O)N1c1ccccc1Cl	-1%	1%[2.35 µM]	4%
Cc1cc(C)n(C(C)CNS(=O)(=O)c2ccc(Cl)cc2)n1 (stereo not given)	-1%	-2%	5%
CCOc1cc(C(=O)NCCOC)ccc1OC	2%	4%	2%
COc1ccc(NC(=O)/C(=C\c2cc(OC)c(OC)cc2[N+](=O)[O-])NC(=O)c2ccccc2)cc1	-14%	11%[12.8 µM]	6%
CCc1ccc(NC(=O)c2cc3sc(Cl)cc3n2C)cc1	2%	.	-3%
O=S(=O)(Nc1ccc(Cl)cc1)c1cccc2nsnc12	9%	-10%	.
COc1cccc(N(CC(=O)NCCSc2ccccn2)S(=O)(=O)c2ccccc2)c1	-3%	-3%	3%[0.0935 µM]
N#CCN1CCN(CC(=O)Nc2cccc3ccccc23)CC1	-13%	1%	3%
Cc1nnc(N2CCN(c3ccccc3F)CC2)c2c1nnn2Cc1ccc(F)cc1	6%	.	5%
NNC(=O)c1csc(COc2cc(Cl)cc(Cl)c2)n1	-15%	2%	.
Cc1nn(CC(=O)Nc2ccc3c(c2)oc2ccccc23)c(=O)c2ccccc12	-13%	-5%	5%
CCOc1cccc(NC(=O)CSc2nc(C)c3c(c2C#N)CCCC3)c1	7%	3%	3%
O=C(C1=C(O)C(=O)N(CCCN2CCOCC2)C1c1ccc(Cl)cc1)c1cc2ccccc2o1 (stereo not given)	19%	3%	10%
CCOc1ccc(NC(=O)NNC(=O)c2cc3ccccc3cc2O)cc1	-12%	0%	0%
COc1ccc(CC(=O)Nc2c(C(=O)Nc3ccccc3F)oc3ccccc23)cc1	-3%	.	-4%
COc1ccc(Cl)cc1NC(=O)CN(C)C(=O)Cn1cnnn1	0%	.	0%
CC(=O)Nc1nnc(-c2ccccn2)o1	8%	23%	-6%

# In the list so far, four have two or more sulfur atoms.
mol	FEN1 inh	N370S GC mod	TDP1 inh
O=[N+]([O-])c1ccc(C(O)CSC(=S)N2CCCCC2)cc1 (stereo not given)	1%	-18%	.
Nc1ccccc1SCC(=O)Nc1nccs1	5%	4%	-3%
O=S(=O)(Nc1ccc(Cl)cc1)c1cccc2nsnc12	9%	-10%	.
COc1cccc(N(CC(=O)NCCSc2ccccn2)S(=O)(=O)c2ccccc2)c1	-3%	-3%	3%[0.0935 µM]

# Following part:
mol	FEN1 inh	N370S GC mod	TDP1 inh
O=C(COC(=O)c1ccc2c(=O)n3c(nc2c1)CCC3)Nc1ccccc1F	0%	7%	0%
CC12CN(C(=O)c3ccc(Cl)cc3)C3(C#N)CC1CCC23C (stereo not given)	6%	1%[12.8 µM]	1%
O=C1/C(=C/c2ccsc2)N2CCC1CC2	12%	-1%	10%
O=[N+]([O-])c1cccc(-c2nnc3c4ccccc4c4ccccc4n23)c1	-8%	9%	-6%
CCOC(=O)c1ccc2c(c1)NC(=O)C(N1CCN(c3ccc(OC)cc3)CC1)S2 (stereo not given)	-12%	-3%	3%
CCCOC(=O)/C(=C\c1ccc([N+](=O)[O-])o1)NC(=O)c1ccccc1	13%	-2%	5%
COc1ccc(N2C3=C(C(=O)CC(C)(C)C3)C(c3cnn(C)c3)C3=C2CC(C)(C)CC3=O)cc1	1%	?	8%
CCOc1ccc(NC(=O)CN2CCN(CC(=O)Nc3ccccc3OC)CC2)cc1	16%	-31%	.
Cc1noc(C)c1CSc1nnc2scc(-c3ccccc3)n12	-2%	-26%	0%
CC(=O)N1CCN(c2ccc(NC(=S)NC(=O)/C=C/c3ccccc3)cc2)CC1	.	6%	0%
Cc1ccc(F)cc1NC(=O)N1CCN(c2ccnc3cc(Cl)ccc23)CC1	-13%	-2%	1%
COc1ccc(CCNC(=O)C(=O)NCC2OCCN2S(=O)(=O)c2ccc(OC)c(OC)c2)cc1OC (stereo not given)	-8%	1%	.
Cc1ccc(-c2nn[nH]n2)cc1	8%	3%	0%
Cc1cc(C)n(CCNC(=O)c2cc(COc3ccc(F)cc3Cl)on2)n1	7%	12%	.
COc1ccc(NC(=O)CC2C(=O)N(c3ccc(F)cc3)C(=O)N2CCc2sccc2C)cc1 (stereo not given)	?	.	6%
O=C(CN(Cc1ccco1)C(=O)CNS(=O)(=O)c1ccc(Cl)cc1)NC1CCCCC1	1%	-15%	1%
O=C(NCCc1ccccc1)C(=O)NCC1OCCCN1S(=O)(=O)c1cccs1 (stereo not given)	2%	-2%	3%
Cc1sc2nc(CSCC(=O)Nc3ccc(Cl)cc3F)[nH]c(=O)c2c1C	0%	-5%	-14%[0.505 µM]
c1ccc(-c2csc(N3CCSCC3)n2)cc1	-13%	26%	12%
CCOCCCn1c(=NC(C)=O)c(C#N)cc2c(=O)n3cccc(C)c3nc21	-12%	?	5%
O=C(Nc1ccc(O)cc1)C1CCCO1 (stereo not given)	1%	-3%	-1%
Cc1ccc(S(=O)(=O)Cn2nnnc2C(C(C)C)N2CCC(C(N)=O)CC2)cc1 (stereo not given)	-4%	-6%	10%
CNNC(=S)Nc1cccc(C(F)(F)F)c1	-12%	11%	6%
O=C(/C=C1\SC(=O)N(CC(=O)Nc2ccc(F)cc2)C1=O)Nc1ccc(Cl)cc1	-4%	-16%	0%
N#C/C(=C(/O)COC(=O)c1cccnc1Cl)c1nc2ccccc2[nH]1	0%	5%	5%
COc1ccc(O[C@H]2C=C[C@@H](c3ccccc3)O[C@@H]2CO/N=C(\C)CCN2CCCCc3nc(C)c(C)cc32)cc1	.	-10%[12.8 µM]	6%[21 µM]

# Only FEN1 inh and TDP1 inh, for 2 of the compounds above:
Structure,FEN1 inh,TDP1 inh
O=C(Nc1ccc(O)cc1)C1CCCO1 (stereo not given),1%,-1%
Cc1ccc(S(=O)(=O)Cn2nnnc2C(C(C)C)N2CCC(C(N)=O)CC2)cc1 (stereo not given),-4%,10%

# High-throughput results deposited in PubChem BioAssay by National Center for Advancing Translational Sciences (NCATS).

# An unsorted share of the library; 0.57% or so of the library scored in one or more.
